Bioassay records (PubChem)
JMJD2A Tudor inh – JMJD2A Tudor domain (human) inhibition | 390,000 tested, 4.4% active | AID 504339 | O75164 | AlphaScreen JMJD2A-Tudor / H3K4me3 peptide binding | Potency, µM (titrated, usually from 114 µM), without a hit: at the top dose activity change, negative = inhibition, usual class: inhibitors; further: on the % scale 0 is the no-effect control and ±100 the full control effect; nearly all actives have a fitted effect of over 50% in size
G9a block – blocks human histone lysine methyltransferase G9a; Q96KQ7; G9a H3K9 monomethylation, AlphaScreen, 2 h; Potency, µM (highest dose often 102 µM), inactives show top-dose activity, negative = inhibition, usual class: inhibitors; 350,000 tested, 8.8% active; AID 504332; further: on the % scale 0 is the no-effect control and ±100 the full control effect; nearly all actives have a fitted effect of over 75% in size
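Step 1: enzyme (final 20 nM) with compound, 15 min RT. Step 2: substrate peptide 500 nM and SAM 20 uM, 2 h RT. Step 3: anti-H3K9me1 antibody and AlphaScreen beads, 10 min, then plate read.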
BLM inh – Bloom syndrome helicase (human) inhibition; recombinant BLM DNA unwinding, fluorescence dequenching; AID 2528; P54132; Potency, µM (top dose mostly 56.1 µM), for inactives: at the top dose activity change, negative = inhibition, most hits filed as inhibitors; 350,000 tested, 0.2% active;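 further: plate controls were vehicle for no effect and no enzyme for full effect; nearly all actives have a fitted effect of over 35% in size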
GLS inhibitor – glutaminase GLS (human) inhibition | O94925 | GLS enzymatic activity, qHTS titration | Potency, µM (series often up to 45.5 µM), for inactives: top-dose activity change, negative = inhibition, actives largely listed as inhibitors | 410,000 tested, 0.21% active | AID 624170; further: on the % scale 0 is the no-effect control and ±100 the full control effect
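Two-point fluorescence kinetic (t0, 30 min RT) for hKGA; glutamate detected via glutamate oxidase–HRP–Amplex Red. Substrate: 1 mM L-glutamine solution; buffer 45 mM KH2PO4, pH 8.2.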
PGK inhibitor – T. brucei PGK inhibition | P07378 | PGK/GAPDH coupled, Kinase-Glo luminescence, 60 min | Potency, µM (highest dose often 57.5 µM), for inactives: top-dose activity change, negative = inhibition, most hits filed as inhibitors | 380,000 tested, 0.043% active; further: on the % scale 0 is the no-effect control and ±100 the full control effect; nearly all actives have a fitted effect of over 60% in size
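Luminescent ATP detection (Kinase-Glo Plus) follows a 60-minute room-temperature incubation, with wells lacking PGK as controls. Buffer: 100 mM TEA (pH 7.6), 5 mM MgCl2, 0.01% Tween-20. Coupling enzyme GAPDH (100 nM final) supplies unstable 1,3-BPG in-well.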
POLI inh – DNA polymerase iota (human) inhibition. 390,000 tested, 1% active. Pol iota fluorescent replication assay, 10 min. Potency, µM (highest dose often 115 µM), for inactives: at the highest dose activity, negative = inhibition, actives largely listed as inhibitors
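Pol iota at 10 nM preincubated 15 min with compounds at room temperature; reaction started with fluorescent substrate, 50 nM final. Fluorescence read kinetically at 0 and 10 min; buffer-only wells as negative control.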
Pin1 inh – blocks the human prolyl isomerase Pin1; 390,000 tested, 0.009% active; Pin1 FP peptide displacement, HiFluor488, 10 min; Potency, µM (top dose mostly 115 µM), without a hit: top-dose activity, negative = inhibition, actives largely listed as inhibitors; active means well fitted inhibition curve with a large enough effect in the polarisation, with a control signal flat, not every such curve was filed as active; inconclusive means small, poorly fitted or top-dose-only effect, or effect the other way, or a change in a side signal; inactive means no such curve, though single readings can be large or run the other way; the % refers to the polarisation; further: on the % scale 0 is the no-effect control and ±100 the full control effect
HP1b binding inh – blocks HP1-beta chromodomain binding to methylated histone tails | P83916 | 390,000 tested, 0.56% active | AlphaScreen HP1-beta / biotin-H3K9me3 peptide binding | Potency, µM (series often up to 114 µM), for inactives: at the highest dose activity change, negative = inhibition, actives largely listed as inhibitors; further: nearly all actives have a fitted effect of over 70% in size; inactives centre near 23
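AlphaScreen: HP1-beta (50 nM) preformed 30 min with biotin-H3(1-18)K9me3 peptide (50 nM) in PBS pH 7.4, 0.01% Tween-20. Compound added for 30 min at RT, then streptavidin donor/nickel chelate acceptor beads (10 ug/mL) for 30 min.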
BAZ2B inh – inhibitors of human BAZ2B bromodomain; Potency, µM (highest dose often 114 µM), inactives show at the highest dose activity change, negative = inhibition, usual class: inhibitors; AlphaScreen BAZ2B-H3K14Ac peptide displacement; 360,000 tested, 4.4% active; further: on the % scale 0 is the no-effect control and ±100 the full control effect; nearly all actives have a fitted effect of over 60% in size
Target sequence (Q9UIF8 whole entry, looked up): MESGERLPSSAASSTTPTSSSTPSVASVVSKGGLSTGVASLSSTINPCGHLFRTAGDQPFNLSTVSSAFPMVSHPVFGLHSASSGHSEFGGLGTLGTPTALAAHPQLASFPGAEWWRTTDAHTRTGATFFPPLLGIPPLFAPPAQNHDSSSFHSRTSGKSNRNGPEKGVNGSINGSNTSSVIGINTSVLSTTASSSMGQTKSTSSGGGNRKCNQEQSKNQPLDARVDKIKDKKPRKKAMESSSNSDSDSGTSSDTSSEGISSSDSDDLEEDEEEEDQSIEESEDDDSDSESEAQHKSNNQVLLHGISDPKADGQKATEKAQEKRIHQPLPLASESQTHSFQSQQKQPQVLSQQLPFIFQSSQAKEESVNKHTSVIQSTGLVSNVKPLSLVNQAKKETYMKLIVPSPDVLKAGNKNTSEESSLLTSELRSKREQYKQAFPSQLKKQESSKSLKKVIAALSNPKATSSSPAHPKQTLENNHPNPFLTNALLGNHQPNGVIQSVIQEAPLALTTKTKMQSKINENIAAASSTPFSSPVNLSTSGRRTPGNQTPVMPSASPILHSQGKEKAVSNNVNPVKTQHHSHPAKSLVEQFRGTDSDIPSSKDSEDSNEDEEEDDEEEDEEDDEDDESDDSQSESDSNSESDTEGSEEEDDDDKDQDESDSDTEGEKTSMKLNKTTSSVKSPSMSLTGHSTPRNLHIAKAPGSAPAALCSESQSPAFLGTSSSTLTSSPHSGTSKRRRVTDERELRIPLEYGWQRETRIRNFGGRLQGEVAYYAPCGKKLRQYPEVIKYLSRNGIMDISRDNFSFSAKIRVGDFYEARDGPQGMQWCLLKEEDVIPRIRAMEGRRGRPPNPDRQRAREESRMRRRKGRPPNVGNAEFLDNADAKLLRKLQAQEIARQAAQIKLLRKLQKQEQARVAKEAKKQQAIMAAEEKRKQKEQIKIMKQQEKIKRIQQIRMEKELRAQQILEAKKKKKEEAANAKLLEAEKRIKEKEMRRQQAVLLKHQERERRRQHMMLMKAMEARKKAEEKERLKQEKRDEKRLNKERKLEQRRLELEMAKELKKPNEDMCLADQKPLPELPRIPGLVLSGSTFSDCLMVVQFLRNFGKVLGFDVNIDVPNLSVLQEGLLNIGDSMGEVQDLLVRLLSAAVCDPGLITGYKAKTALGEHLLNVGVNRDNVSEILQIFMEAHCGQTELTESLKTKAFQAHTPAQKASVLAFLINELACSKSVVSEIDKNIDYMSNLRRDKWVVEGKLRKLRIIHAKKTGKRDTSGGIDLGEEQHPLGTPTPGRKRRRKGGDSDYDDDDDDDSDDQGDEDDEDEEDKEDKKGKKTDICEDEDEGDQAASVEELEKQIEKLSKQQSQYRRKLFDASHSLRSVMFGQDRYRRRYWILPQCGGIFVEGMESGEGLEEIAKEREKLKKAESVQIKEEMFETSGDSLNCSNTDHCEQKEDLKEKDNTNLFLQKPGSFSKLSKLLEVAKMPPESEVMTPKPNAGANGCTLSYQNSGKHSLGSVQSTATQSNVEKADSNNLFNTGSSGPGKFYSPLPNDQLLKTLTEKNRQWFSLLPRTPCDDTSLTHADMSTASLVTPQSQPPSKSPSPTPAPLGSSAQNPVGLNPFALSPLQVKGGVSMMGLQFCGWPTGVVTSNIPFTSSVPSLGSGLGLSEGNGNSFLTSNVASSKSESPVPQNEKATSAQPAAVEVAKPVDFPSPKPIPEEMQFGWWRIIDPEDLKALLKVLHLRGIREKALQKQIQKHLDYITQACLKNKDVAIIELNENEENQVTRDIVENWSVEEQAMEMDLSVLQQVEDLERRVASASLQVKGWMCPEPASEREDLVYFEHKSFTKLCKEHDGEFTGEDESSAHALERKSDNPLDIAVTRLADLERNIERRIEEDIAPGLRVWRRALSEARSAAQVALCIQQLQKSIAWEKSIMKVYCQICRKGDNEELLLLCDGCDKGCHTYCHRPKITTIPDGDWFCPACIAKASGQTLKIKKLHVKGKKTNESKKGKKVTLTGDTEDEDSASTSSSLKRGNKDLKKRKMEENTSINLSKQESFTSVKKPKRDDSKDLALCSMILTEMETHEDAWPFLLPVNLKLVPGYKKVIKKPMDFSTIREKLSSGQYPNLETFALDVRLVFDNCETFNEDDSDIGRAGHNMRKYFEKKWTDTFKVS
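BAZ2B (50 nM) with biotin-H3(5-23)K14Ac peptide (50 nM) in PBS pH 7.4, 0.01% Tween-20, preformed 30 min, then compound 30 min at room temperature; top concentration 110uM. AlphaScreen streptavidin donor/nickel chelate acceptor beads (10 ug/mL final), 20 min dark, signal read.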
The depositor's hits bear a star; i = inactive; ? = inconclusive; . = no result given; [ ] = remark or other dose. Unless noted, the call rests on the fitted dose curve; in most records, active means well fitted curve in the direction sought with a large enough effect; inconclusive means small, poorly fitted or top-dose-only effect, or another doubt; inactive means no such curve, though single readings can be large; an effect the other way counts as inactive or inconclusive. Potency means the concentration at half of the fitted maximal effect.

SMILES	JMJD2A Tudor inh	G9a block	BLM inh	GLS inhibitor	PGK inhibitor	POLI inh	Pin1 inh	HP1b binding inh	BAZ2B inh
Cc1cc(C)c2nc(NC(=O)C3CCCO3)sc2c1 (stereo unspecified)	6%	-3%	1%	0%	-1%	-3%	-9%	42%[activator]	9%
Cc1nc(NCCN2CCOCC2)c2oc3ccccc3c2n1	4%	3%[59 µM]	5%	7%	1%	5%	1%	33%	.
CC1CCCN(C(=O)C2CCN(S(=O)(=O)c3ccc4c(c3)CC(C)N4C(=O)C3CC3)CC2)C1 (stereo unspecified)	4%	4%[59 µM]	-2%	0%	1%	-24%	2%	58%[activator]	-4%
CCOC(=O)C1CCN(c2cc3c(cc2NC(=O)c2ccc(F)cc2)n(C)c(=O)n3C)CC1	-29%	10%[0.0925 µM]	-3%	0%	3%	28%	-10%	36%	?
CCC(CC)c1nnc(NC(=O)c2ccc(S(=O)(=O)N3CCc4ccccc4C3)cc2)s1	-10%	23%[59 µM]	-5%	8%	-1%	18%	19%	26%	11%
O=C(N/N=C(\Cc1ncc[nH]1)c1ccccc1)c1ccncc1	40µM*	-23%	-4%	?	-7%	192%[activator]	2%	47%[activator]	8.9µM*
CCOc1ccccc1NS(=O)(=O)c1c(C)nc2sccn2c1=O	3%	7%[59 µM]	1%	20%	-3%	12%	-8%	36%	-10%
CCOC(=O)N1CCC(n2c(SCC(=O)NCc3ccccc3)nc3ccccc3c2=O)CC1	-16%	15%[59 µM]	0%	-1%	-7%	19%	-9%	52%[activator]	?
CN(C)C(CNC(=O)c1ccc(NC(=O)c2cccs2)cc1)c1ccccc1 (stereo unspecified)	-10%	-17%	-9%	0%	-6%	22%	0%	20%	3%
O=C1NN(c2ccccc2)C(=O)/C1=C\c1cccn1-c1ccc(Cl)c([N+](=O)[O-])c1	?	-18%	-6%	-29%	-5%	?	?	-12%	-26%
COc1cc(C(=O)O/N=C(\N)c2cccc([N+](=O)[O-])c2)cc(OC)c1OC	-14%	10%	-5%	6%	-7%	-13%[58.9 µM]	2%	1%	2%
Cc1nnc(SCC(=O)Nc2ccc(S(=O)(=O)N3CCCC3)cc2)n1N	-11%[57.1 µM]	-47%[12.7 µM]	-3%	-12%	3%	19%	-2%	59%[activator]	-2%
COC(=O)CNc1nc(Cl)nc(Nc2ccc(C)cc2)n1	-6%	-3%	-7%	9%	-3%	-29%	4%	30%	-2%
CCOC(=O)C1C(=O)NC(c2ccccc2)=NC1c1ccc(F)cc1 (stereo unspecified)	-26%[11.4 µM]	111%[activator][59 µM]	1%	-1%	-10%	16%	-2%	7%	?
COc1ccc(CCC(=O)N2CCN(c3cccc(C)c3C)CC2)cc1	12%	20%	-5%	-15%	-9%	60%[activator]	3%	36%[activator]	8%
O=C(c1ccco1)N1CCN(C(=O)N2CCCCC2)CC1	2%	-7%	-2%	7%	-2%	70%[activator]	0%	27%	-14%
Cc1cccc(N2CCN(c3cc(C)nc4nnnn34)CC2C)c1 (stereo unspecified)	-29%	-24%[59 µM]	-2%	57%[activator]	-4%	18%	9%	7%	-20%
Cc1nn(CC(=O)NC2CCC(C)CC2)c(=O)c2c1sc1ccccc12 (stereo unspecified)	-15%	-33%[59 µM]	-4%	0%	i	-15%	63%[activator]	25%	-9%
COC(=O)c1nn(-c2cccc(C(F)(F)F)c2)c(=O)cc1Sc1ccccn1	-10%	49%[12.7 µM]	-2%	6%	0%	15%	-3%	33%	6%
Fc1ccc(CNC(=S)NC2CCCCC2)cc1	-7%	7%	-4%	2%	.	-24%	2%	65%[activator]	-19%
O=C(C1CCN(S(=O)(=O)N2CCOCC2)CC1)N1CCc2ccccc21	-14%	-10%	-3%	-7%	i	4%	-4%	51%[activator]	-4%
O=C(C1CC1)N(CCc1ccccc1)Cc1nc2ccccc2c(=O)[nH]1	-1%	-6%[12.7 µM]	-4%	-2%	-3%	16%	-2%	46%[activator]	2%
O=C(COc1ccccc1)NCC(c1ccc(Cl)cc1)N1CCCCC1 (stereo unspecified)	-6%	-2%[59 µM]	-6%	11%	-2%	9%	-6%	37%	-6%
CCCCCCCOC(=O)C[N+](C)(C)CCOC1CC2CCC1(C)C2(C)C (stereo unspecified)	-23%	10%[59 µM]	6%	0%	-1%	-18%	2%	16%	-6%
Cc1ccc(CNC(=O)CCC(=O)Nc2nnc(C)s2)cc1	-12%	6%[0.0925 µM]	3%	-10%	-1%	-4%	-4%	5%[57 µM]	0%
Cc1cc(NC(=O)CSc2nc3ccccc3cc2C#N)no1	-1%	?	-7%	0%	0%	37%[activator]	?	22%	?
O=C(O)c1cc([N+](=O)[O-])ccc1NCc1ccccn1	79µM*	23%[2.33 µM]	.	3%	i	?	-22%	27%	79µM*
Cn1c(=O)[nH]c(=O)c2c1nc(N1CCCCC1)n2CC(O)COc1ccc([N+](=O)[O-])cc1 (stereo unspecified)	-17%	.	-4%	5%	3%	16%	-2%	25%	-8%
COC(=O)Cn1c(CCS(=O)(=O)c2ccc(Cl)cc2)nc2ccccc21	-7%	-34%	2%	6%	3%	7%	1%	30%	4%
O=C1CCCN1C(=O)CSc1nnnn1-c1ccccc1	-4%	20%[12.7 µM]	.	-5%	i	25%	-6%	55%[activator]	11%

Shown as a hit in JMJD2A Tudor inh (from the list above):
SMILES	JMJD2A Tudor inh	G9a block	BLM inh	GLS inhibitor	PGK inhibitor	POLI inh	Pin1 inh	HP1b binding inh	BAZ2B inh
O=C(N/N=C(\Cc1ncc[nH]1)c1ccccc1)c1ccncc1	40µM*	-23%	-4%	?	-7%	192%[activator]	2%	47%[activator]	8.9µM*
O=C(O)c1cc([N+](=O)[O-])ccc1NCc1ccccn1	79µM*	23%[2.33 µM]	.	3%	i	?	-22%	27%	79µM*

The list continues:
SMILES	JMJD2A Tudor inh	G9a block	BLM inh	GLS inhibitor	PGK inhibitor	POLI inh	Pin1 inh	HP1b binding inh	BAZ2B inh
O=[N+]([O-])c1cccc(S(=O)(=O)NCCOc2cccc3cccnc23)c1	-8%	-1%	-1%	-7%	-1%	-13%	3%	21%	-18%
COc1ccc(CCNC(=O)C2CCN(Cc3nc(-c4ccc(Cl)cc4)oc3C)CC2)cc1OC	-17%	.	.	1%	-16%	44%[activator]	1%	18%[57 µM]	.
CCc1nnc(NC(=O)CSc2nnc(CNc3cccc(Cl)c3)n2CC)s1	-16%	5%[12.7 µM]	0%	9%	-3%	35%[activator]	-1%	26%	11%
CC(NCc1ccc(S(N)(=O)=O)cc1)C(=O)Nc1cccc(Cl)c1 (stereo unspecified)	-4%	20%	-2%	2%	-6%	37%[activator]	5%	33%	2%
CCCN(CCC)C(=O)C1CCC(CNS(=O)(=O)c2cccc3nsnc23)CC1 (stereo unspecified)	-9%	4%	-1%	-1%	-3%	6%	-9%	65%[activator]	-6%
Cc1cccc(NC(=O)C2CCCN(S(=O)(=O)c3ccc4[nH]c(=O)ccc4c3)C2)c1 (stereo unspecified)	-12%	19%	-1%	-5%	-2%	-17%	-3%	45%[activator]	2%
COc1cccc2cc(C(=O)C3=C(O)C(=O)N(CCN(C)C)C3c3ccc(Cl)cc3)oc12 (stereo unspecified)	-26%	?	4%	0%	-1%	82%[activator]	0%	14%	-30%
Cc1cc(C(=O)NC2CC(C)(C)Cc3c2cnn3-c2ccc(F)cc2)nn1C (stereo unspecified)	-18%	-8%	1%	7%	6%	-9%	2%	14%	-17%
COc1cccc(CNC(=O)[C@@H](C)N2C(=O)N3CCc4c([nH]c5ccc(OC)cc45)C3(C)C2=O)c1 (stereo partly specified)	?	-12%	-1%	13%	1%	26%	4%	1%	-37%
Cc1ccc(NS(=O)(=O)c2cn(C)c(=O)n(C)c2=O)c(C)c1	0%	.	0%	-12%	-10%	1%	-20%	30%	18%
Cc1cccc(C)c1NC(=O)CCCSc1nnc(-c2ccc(F)cc2)n1-c1ccccc1	-21%	?	2%	4%	1%	20%	1%	19%	-2%
CC(=O)Nc1nc(-c2ccc3ccccc3c2)cs1	-18%	48%[activator]	-1%	-5%	-3%	70%[activator]	6%	19%	4%
COc1ccc([C@H]2CC(=O)C=C(c3ccc(F)nc3)C2)cc1OC	-15%	8%[2.33 µM]	.	-2%	i	5%	-2%	31%	3%
COc1ccc(C(=O)NCc2nnc(SCC(=O)c3ccc(F)cc3)n2C)cc1OC	-3%	-2%[0.501 µM]	.	-4%	-6%	12%	3%	13%	9%
CCOc1cc(C2Sc3ccccc3NC3=C2C(=O)c2ccccc23)ccc1O (stereo unspecified)	14µM*	13µM*	-9%	16%	i	2%	-1%	?	.
CCOc1ccc(NC(=O)c2ccc(NC(=O)c3ccc(NC(N)=O)cc3)cc2)cc1	?	.	.	7%	-17%	?	18%	?	.
COc1cc2c(c(OC)c1O)C(=O)CO2	-18%	-28%	-1%	3%	-5%	-24%	-1%	10%	-4%
CC1CCCC(C)N1C(=O)Cn1cc(/C=C2/C(=O)Nc3ccccc32)c2ccccc21 (stereo unspecified)	?	10µM*	-11%	1%	-11%	-13%	?	?	?
CCC(CC)C(=O)N1CCc2cc(OC)c(OC)cc2C1COc1ccc(C(=O)OC)cc1 (stereo unspecified)	-34%	-5%[59 µM]	-9%	1%	6%	6%	0%	23%	-31%
C/C(=N\NC(=O)COc1ccccc1-c1ccccc1)c1ccc(O)cc1O	-26%	24%[12.7 µM]	-9%	17%	-5%	31%[activator]	14%	24%	-35%
Cc1ccc(NC(=O)/C(=C/c2cccs2)NC(=O)c2ccco2)c(C)c1	4%	25%[59 µM]	-13%	6%	-3%	-9%	-2%	42%	-4%
OCCNc1c2ccccc2nc2c(F)c(F)c(F)c(F)c12	-9%	-15%	-2%	-1%	-1%	115%[activator]	?	17%	-6%

This is a subset, so the mix of outcomes need not match the whole.
